Screening data deposited in PubChem BioAssay by National Center for Advancing Translational Sciences (NCATS).
12-LOX inh – inhibitors of human 12S-lipoxygenase ALOX12. Potency, µM (top dose mostly 108 µM), for inactives: at the highest dose activity change, negative = inhibition, most hits filed as inhibitors. purified 12hLO, xylenol orange hydroperoxide absorbance. hit rate 1.1% among 580,000. P18054. AID 1671190; also: potency is read from the fitted curve at half-maximal effect; % is scaled to controls: 0 for no effect and ±100 for the full control effect
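Purified human 12hLO at 150 nM in 25 mM Hepes, 0.01% Triton X-100, pH 7.0, preincubated 15 min at room temperature with compound. Reaction started with 40 uM arachidonic acid, 30 min at room temperature. Hydroperoxide measured by Fe-xylenol orange, 573/405 nm absorbance ratio.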
RGS4 inh – human RGS4 inhibition. Transcreener GDP fluorescence polarization, RGS4-accelerated GTP hydrolysis. Potency, µM (doses to about 114 µM), without a hit: at the highest dose activity change, negative = inhibition, most hits filed as inhibitors. hit rate 0.039% among 390,000. AID 504845; also: potency is read from the fitted curve at half-maximal effect; % is scaled to controls: 0 for no effect and ±100 for the full control effect; nearly all actives have a fitted effect of over 75% in size; some results filed as inactive show a strong effect at the top dose
Target sequence (P49798 whole entry, looked up): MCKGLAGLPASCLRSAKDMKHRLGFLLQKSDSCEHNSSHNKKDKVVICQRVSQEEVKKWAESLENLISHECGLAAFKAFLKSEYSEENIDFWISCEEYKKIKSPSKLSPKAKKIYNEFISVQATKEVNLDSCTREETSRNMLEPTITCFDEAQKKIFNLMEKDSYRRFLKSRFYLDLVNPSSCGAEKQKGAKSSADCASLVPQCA
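MLSMR compounds (23 nl, pin-transferred) preincubated 10 min at room temperature with a 500nM (2x) first reagent, then RGS4 at 900nM (2x) plus Transcreener GDP mix added; fluorescence polarization (620/688 nm) read before and after 90 min at 30 °C.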
ERG Ets-DNA blk – ERG Ets/DNA interaction inhibition; hit rate 0.028% among 370,000; Potency, µM (doses to about 76.9 µM), for the others: at the top dose FP activity, negative = inhibition, most hits filed as inhibitors; P11308; fluorescence polarization, His-ERG Ets domain / labelled DNA; active = well fitted inhibition curve with a large enough effect in the polarisation, with a control signal flat; inconclusive = small, poorly fitted or top-dose-only effect, or effect the other way, or a change in a side signal; inactive = no such curve, though single readings can be large or run the other way; the % refers to the polarisation;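 also: polarization taken with two DNA probes labelled with fluorescein and Texas red; potency is read from the fitted curve at half-maximal effect; % of control where 0% means no effect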
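His-tagged ERG Ets domain (1 uM in the protein solution; 300mM KCl, 50mM Tris-HCl, 1mM EDTA, 1mM DTT, pH 7.5) received compound, then a probe mix of 5 nM fluorescein-DNA and 100nM Texas-615-DNA. Fluorescence polarization was read for both dyes.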
PI4K2A inh – inhibitors of human PI4K2A. purified PI4K2A, ADP-Glo luminescence, 1 h; hits give low values. activity change, negative = inhibition, % at 76.9 µM. hit rate 0.13% among 420,000; in the data active = activity change below about -50%; inconclusive = mostly about -30% to -49%;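 also: -100% = wells without enzyme as full effect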
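PI4K2A activity was measured by ADP-Glo luminescence: enzyme (4 ug/mL stock) and phosphatidylinositol (1.2 mM stock) in Tris pH 7.5/MgCl2/EGTA/Triton X-100 buffer were reacted with ATP (300 microM stock) for one hour at ambient temperature.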
HP1b chromo inh – blocks HP1-beta chromodomain binding to methylated histone tails | AID 540317 | Potency, µM (doses to about 114 µM), for the others: top-dose activity change, negative = inhibition, actives largely listed as inhibitors | AlphaScreen HP1-beta / biotin-H3K9me3 peptide binding | hit rate 0.56% among 390,000; also: potency is read from the fitted curve at half-maximal effect; nearly all actives have a fitted effect of over 70% in size; inactives centre near 23
Target sequence (P83916 whole entry, looked up): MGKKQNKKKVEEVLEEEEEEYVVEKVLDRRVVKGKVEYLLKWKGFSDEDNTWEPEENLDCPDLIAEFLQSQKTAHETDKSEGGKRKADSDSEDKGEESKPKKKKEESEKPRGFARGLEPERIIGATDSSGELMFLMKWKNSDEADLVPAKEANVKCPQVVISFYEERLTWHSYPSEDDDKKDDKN
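Compound inhibition of the preformed complex between 50 nM HP1-beta and 50 nM biotinylated H3K9me3 peptide was read by AlphaScreen. Buffer was PBS pH 7.4 with 0.01% Tween-20. Incubations ran 30 min at room temperature, with 10 ug/mL donor/acceptor beads.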
G9a inh – G9a (human) methyltransferase inhibition. hit rate 8.8% among 350,000. Q96KQ7. AID 504332. G9a H3K9 monomethylation, AlphaScreen, 2 h. Potency, µM (series often up to 102 µM), for the others: top-dose activity, negative = inhibition, usual class: inhibitors; also: potency is read from the fitted curve at half-maximal effect; % is scaled to controls: 0 for no effect and ±100 for the full control effect; nearly all actives have a fitted effect of over 75% in size
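Signal arises when biotinylated H3K9 peptide, once monomethylated, bridges streptavidin donor and antibody-captured acceptor beads. Enzyme at 20 nM was preincubated 15 min with test compounds; peptide 500 nM and SAM 20 uM then reacted for 2 h.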
JMJD2A Tudor – inhibitors of human JMJD2A Tudor domain. AID 504339. O75164. hit rate 4.4% among 390,000. AlphaScreen JMJD2A-Tudor / H3K4me3 peptide binding. Potency, µM (highest dose often 114 µM), inactives show at the highest dose activity change, negative = inhibition, usual class: inhibitors; also: potency is read from the fitted curve at half-maximal effect; % is scaled to controls: 0 for no effect and ±100 for the full control effect; nearly all actives have a fitted effect of over 50% in size
BAZ2B inh – blocks human BAZ2B; Q9UIF8; AlphaScreen BAZ2B-H3K14Ac peptide displacement; Potency, µM (titrated, usually from 114 µM), for the others: top-dose activity change, negative = inhibition, most hits filed as inhibitors; hit rate 4.4% among 360,000; AID 504333; also: potency is read from the fitted curve at half-maximal effect; % is scaled to controls: 0 for no effect and ±100 for the full control effect; nearly all actives have a fitted effect of over 60% in size
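AlphaScreen displacement of biotin-H3(5-23)K14Ac peptide (50 nM final) from BAZ2B (50 nM final) in PBS pH 7.4, 0.01% Tween-20; complex preformed 30 min RT, then compounds (top 110 uM) 30 min RT, beads 20 min dark.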
GLS inhibitor – blocks human kidney-isoform glutaminase activity; O94925; GLS enzymatic activity, qHTS titration; Potency, µM (top dose mostly 45.5 µM), without a hit: top-dose activity change, negative = inhibition, hits mostly inhibitors; hit rate 0.21% among 410,000; AID 624170; also: potency is read from the fitted curve at half-maximal effect; % is scaled to controls: 0 for no effect and ±100 for the full control effect
Target sequence (O94925 whole entry, looked up, canonical isoform): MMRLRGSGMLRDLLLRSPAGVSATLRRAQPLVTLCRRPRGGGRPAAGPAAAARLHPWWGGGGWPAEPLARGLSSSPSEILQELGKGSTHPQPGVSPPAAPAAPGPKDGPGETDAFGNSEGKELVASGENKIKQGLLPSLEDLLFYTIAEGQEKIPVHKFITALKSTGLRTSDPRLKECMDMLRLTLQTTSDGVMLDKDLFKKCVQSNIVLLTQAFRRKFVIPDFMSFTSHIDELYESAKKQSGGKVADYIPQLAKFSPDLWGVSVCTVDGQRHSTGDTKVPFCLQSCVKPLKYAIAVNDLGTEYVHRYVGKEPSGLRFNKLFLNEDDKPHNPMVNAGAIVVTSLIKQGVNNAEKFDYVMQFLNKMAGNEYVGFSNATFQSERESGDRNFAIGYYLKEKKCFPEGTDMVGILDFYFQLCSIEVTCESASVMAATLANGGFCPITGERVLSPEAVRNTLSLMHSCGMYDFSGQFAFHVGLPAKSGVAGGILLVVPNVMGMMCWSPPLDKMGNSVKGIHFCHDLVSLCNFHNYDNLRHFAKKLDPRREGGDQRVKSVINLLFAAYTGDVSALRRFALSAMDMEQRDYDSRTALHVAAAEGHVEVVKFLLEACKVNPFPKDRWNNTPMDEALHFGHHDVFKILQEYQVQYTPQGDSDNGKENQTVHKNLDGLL
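Human kidney-isoform GLS in 45 mM KH2PO4 pH 8.2, 0.02% Tween-20, with compound, started with 1mM L-Glutamine (added stock). Glutamate oxidase/HRP/Amplex red coupled fluorescence read at start and after 30 min at RT.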
Starred values were filed as active, the others as inactive; ? = inconclusive; · = not tested or not shown; & = joins results of further samples; [ ] = remark or other dose. Unless noted, calls follow the shape of the dose curve; as a rule, active = well fitted curve in the direction sought with a large enough effect; inconclusive = small, poorly fitted or top-dose-only effect, or another doubt; inactive = no such curve, though single readings can be large; an effect the other way counts as inactive or inconclusive. Only part of the results is shown; rates above refer to the full screens.

SMILES	12-LOX inh	RGS4 inh	ERG Ets-DNA blk	PI4K2A inh	HP1b chromo inh	G9a inh	JMJD2A Tudor	BAZ2B inh	GLS inhibitor
O=[N+]([O-])c1ccccc1S(=O)(=O)N1CCN(Cc2ccc3c(c2)OCO3)CC1	-25.4%	-31.6%	-2.7%	-1.5	15.8µM*	10µM*	-27.1%[11.4 µM]	50.1µM*	0.6%
CCCCCC(=O)NC(=S)Nc1cccc(-c2nc3ncccc3o2)c1	-8.7%	-4.6%	?	-3.9	6.8%	·	1.4%	-3.2%	-4.2%
CCOC(=O)/C=C1\CN(C(C)c2ccccc2)S(=O)(=O)c2ccccc21 (stereo not drawn)	?	-29.6%	3.4%	-2.8	12.7%	17.8µM*	79.4µM*	-13.4%	-7.9%
CCCCCCC(=O)NC(Nc1ccc(S(N)(=O)=O)cc1)C(Cl)(Cl)Cl (stereo not drawn)	139.3%[activator]	-30.9%	-10.6%	3.5	27.2%	-5.9%[59 µM]	3.9%	9.9%	6.5%
CC[n+]1c(/C=C/c2ccc(OC(C)=O)c(OC)c2)ccc2ccccc21	?	-42.3%	4.3%	-11.4	-27.2%	25.1µM*	?	-7.7%	-9.3%
CC(C)Cc1cc(C(=O)N2CCN(C(c3ccccc3)c3ccccc3)CC2)no1	150.6%[activator]	-12.6%	-6.2%	-1.7	75.1%[activator]	-5.9%	2.8%	-4.2%	13.2%
Cn1c(=O)[nH]c(=O)c2c1nc(N1CCCCC1)n2C/C=N/NC(=O)c1cc(Br)ccc1O	-13.6%	-33.3%	-10.8%	-0.2	29.2%	51.8%[activator][12.7 µM]	-21.2%	9.4%	1.7%
O=C(NC1CCN(S(=O)(=O)c2ccccc2F)CC1)c1cccnc1	16.5%	8.2%	1.9%	-2.2	-11.3%	8.9%[59 µM]	?	0.5%	-0.7%
Cc1ccc(C)c(NC(=O)c2ccc3c(c2)CCCN3S(C)(=O)=O)c1	-16.3%	-18.9%	-7.5%	-0.5	38.7%	10.7%[59 µM]	-22.6%	0.9%	-5.6%
O=C(Nc1ccc(S(=O)(=O)N2CCC(C(=O)NC3CCCCC3)CC2)cc1)c1ccco1	-23.8%	-8.1%	1.3%	-2.0	27.8%	15.0%[2.33 µM]	-15.1%	12.4%	-4.6%
CC1CCN(C(=O)CN2C(=O)C(=O)N(C)C2=O)c2ccccc2S1 (stereo not drawn)	3.9%	39.7%	-15.6%	0.5	34.1%	17.0%[2.33 µM]	-6.4%	-1.9%	0.6%
CCc1c(C)nc(N)n2c(SCC(=O)N3CCCc4ccccc43)nnc12	-20.4%	-12.6%	-4.7%	0.8	34.1%	-42.6%	-5.6%	-2.6%	-7.1%
CCCCn1c(N)c(N(CC(C)C)C(=O)c2ccc(S(=O)(=O)N3CCCCCC3)cc2)c(=O)[nH]c1=O	-15.4%	15.8%	·	0.4	18.6%	-31.0%	-7.9%	-3.4%	2.8%
C[C@H](CCC(=O)O)[C@H]1CC[C@H]2[C@@H]3[C@H](O)C[C@@H]4C[C@H](O)CC[C@]4(C)[C@H]3C[C@H](O)[C@]12C	-12.9%&-2.7%&-5.5%	-11.8%&-12.4%&6.8%	20.1%&-4.7%&-3.9%	3.7&1.1&-0.8	20.8%&32.2%&20.0%	14.5%&4.0%[12.7 µM]	5.0%&10.8%&-10.2%	5.0%&-29.1%	2.0%&-8.1%&-12.8%
CC(C(=O)c1ccccc1)[n+]1cccc(C(N)=O)c1 (stereo not drawn)	?	-6.1%	-0.7%	1.8	14.3%	1.6%	-4.5%	3.4%	2.3%
CC(Oc1cccc(Cl)c1)C(=O)Nc1ccc(N2CCOCC2)cc1N1CCOCC1 (stereo not drawn)	2.8%	-9.1%	8.4%	-2.2	-11.6%	-10.9%[2.33 µM]	?	?	6.3%
COc1ccccc1N1CCN(C(=O)c2noc(C)c2[N+](=O)[O-])CC1	-8.5%	-7.9%	1.8%	-4.2	17.2%	56.2µM*	-20.7%	-33.7%	1.7%
COc1ccc(C(=S)Nc2ccccc2)cc1	0.0%	33.9%	1.6%	1.1	12.4%	·	-6.1%	-6.1%	8.6%
O=S(=O)(Nc1nc2ccccc2nc1Cl)c1ccc2ccccc2c1	?	8.9%	2.7%	-5.2	23.8%	?	-8.2%	11.5%	7.3%
COc1ccccc1NC(=O)COC(=O)Cc1ccc(S(=O)(=O)N2CCCCC2)s1	?	-7.7%	-0.8%	-0.4	34.8%[activator]	14.2%[59 µM]	7.6%	-23.1%	4.0%
Clc1nc(CN2CCCCC2)nc2sc3c(c12)CCC3	1.3%	-18.9%	0.7%	3.5	9.4%	?	-23.4%	-23.6%	-2.2%
COc1ccc2[nH]c3c(N4CC(C)OC(C)C4)ncnc3c2c1 (stereo not drawn)	0.0%	9.3%	-17.4%	-6.6	51.4%[activator]	12.3%[59 µM]	-1.4%	12.5%	-15.4%
O=C(NCc1ccc(F)cc1)C(=O)NCC(c1ccco1)S(=O)(=O)c1cccs1 (stereo not drawn)	?	-18.9%	4.1%	0.6	46.3%[activator]	-27.3%[59 µM]	-0.6%	-7.6%	7.2%
O=S(=O)(Nc1cccc(Cl)c1)c1cccc(-n2cnnn2)c1	-0.3%	6.4%	9.0%	-3.8	30.5%	·	-5.5%	·	-33.0%
COc1ccc(C(=O)CSc2nnc(CNC(=O)c3ccco3)n2C)cc1	14.8%	19.5%	-2.0%	0.8	-1.8%	-18.7%[12.7 µM]	-30.5%	-19.6%	-2.8%

With a hit mark in HP1b chromo inh, of those listed so far:
SMILES	12-LOX inh	RGS4 inh	ERG Ets-DNA blk	PI4K2A inh	HP1b chromo inh	G9a inh	JMJD2A Tudor	BAZ2B inh	GLS inhibitor
O=[N+]([O-])c1ccccc1S(=O)(=O)N1CCN(Cc2ccc3c(c2)OCO3)CC1	-25.4%	-31.6%	-2.7%	-1.5	15.8µM*	10µM*	-27.1%[11.4 µM]	50.1µM*	0.6%

Next part.
SMILES	12-LOX inh	RGS4 inh	ERG Ets-DNA blk	PI4K2A inh	HP1b chromo inh	G9a inh	JMJD2A Tudor	BAZ2B inh	GLS inhibitor
CC1CCc2sc(C(=O)NC3CCN(Cc4ccccc4)CC3)cc2C1 (stereo not drawn)	121.8%[activator]	-3.9%	-7.3%	8.1	8.4%	10.1%[59 µM]	-29.7%	-23.2%	-11.7%
Cc1[nH]c2ccc(-c3n[nH]c(=S)n3Cc3ccccc3)cc2c1C	?	-37.5%	-3.9%	0.7	9.3%	7.94µM*	?	?	-10.6%
Cc1cc(C)n(-c2cc(C(=O)O)cc(C(=O)O)c2)n1	?	-21.7%[56.9 µM]	-15.8%	3.5	29.5%	-0.8%	-8.6%	-34.5%	-12.0%
COc1cc(C2NC(=O)NC(O)(C(F)(F)F)C2C(=O)c2cccs2)ccc1O (stereo not drawn)	1.5%	11.9%	-6.9%	2.9	13.4%	7.0%[59 µM]	-6.5%	-3.7%	29.3%
Cc1c(C#N)c(NC(=O)c2cccc(Cl)c2)n(Cc2ccccc2)c1C	0.0%	-21.8%[11.4 µM]	3.3%	0.8	36.9%	-2.9%	-20.5%[11.4 µM]	2.7%	-1.7%
O=C1Nc2ccc(F)cc2C12Nc1ccccc1-c1nnc(SCc3ccccc3Cl)nc1O2 (stereo not drawn)	10.8%	-12.8%	0.5%	-3.9	-37.7%	?	?	?	29.4%
Nc1nc(SCn2nnc3ccccc3c2=O)n[nH]1	1.5%	7.8%	2.5%	0.7	18.8%	50.1µM*	-10.1%	-10.7%	8.2%
O=S1(=O)N=C(N/N=C/c2ccco2)c2ccccc21	-0.8%	7.4%	4.0%	-0.5	56.0%[activator]	?	0.7%	·	-5.2%
CCc1ccc(Nc2nnc(SCC(=O)NC(=O)c3cccn3C)s2)cc1	-11.1%	13.1%	15.5%	-4.6	35.3%	?	-12.3%	-8.3%	2.4%
CN(C)C(=O)CN1C(=O)C2CC=C(Cl)CC2C1=O (stereo not drawn)	-8.5%	10.7%	-4.2%	-2.9	16.8%	17.3%	-6.8%	0.3%	16.1%
Cc1cccn2c(CN(C)C3CCCc4ccccc43)c(C(=O)N3CCOCC3)nc12 (stereo not drawn)	-13.2%	-1.8%	-6.0%	-1.7	5.7%	-29.0%	-21.0%	-19.5%	15.6%
Cc1c(Br)c([N+](=O)[O-])nn1CC(=O)NC1CCCCCC1	-21.7%	-16.0%	-3.2%	-3.9	15.0%	-3.3%[12.7 µM]	-11.9%	-2.1%	14.3%
CC(NC(=O)c1ccnn1C)C1CCCO1 (stereo not drawn)	-15.8%	23.9%	17.5%	-4.5	30.3%	11.3%	-8.8%	0.2%	4.0%
CC(C)(C)c1ccc(C(=O)N2CCC(=O)N(C(COCc3ccccc3)Cc3ccccc3)CC2)cc1 (stereo not drawn)	0.4%	-13.2%	-15.5%	-3.2	38.4%	1.3%	-14.1%	8.6%	-4.6%
O=c1c2c3c(sc2ncn1/N=C/c1ccccc1)CCCC3	150.6%[activator]	2.2%	-4.2%	-5.8	62.5%[activator]	-9.6%[59 µM]	2.3%	3.0%	3.2%
CNC(=O)c1[nH]cnc1C(=O)Nc1cccc(OC)c1	0.0%	?	3.4%	-9.8	16.3%	?	-25.8%	50.1µM*	-1.7%
